NOD2-RIPK2 inh: NOD2-RIPK2 binding disruptors in cells, primary screen, fluorescence, CHO cells, BLA complementation; Receptor-interacting serine/threonine-protein kinase 2 (Homo sapiens), O43353; CCF4 ratio; inhibition, % at 4.98 µM; 360,000 compounds, 0.38% hits; AID 624267, 2012; in the data active = inhibition above about 21%;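 note: 0% = vehicle only and 100% = reference blocker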
ABCB6 inh 2: ABCB6 transporter inhibitors, primary screen, K562-ABCB6 cells, flow cytometry, MLPCN library; fluorescence ratio to DMSO, % at 10 µM; 360,000 compounds, 0.19% hits; K562-ABCB6 porphyrin accumulation, 1 h; hits give low values; AID 602162, 2011; ATP-binding cassette sub-family B member 6 (Homo sapiens), Q9NP58;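 active = fluorescence ratio to DMSO below 75%, the collection mean minus 3 SD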;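 note: signal is porphyrin accumulated inside mitochondria; 100% equals median channel fluorescence of DMSO control wells; lower ratio means ABCB6 inhibition with less porphyrin fluorescence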
Exocytosis inh: LAMP-1 surface exposure blockers, TALL-104 cells – cell-based, flow cytometry, MLPCN library, primary screen. TALL-104 LAMP-1 surface exposure; cells stimulated with thapsigargin and PMA. inhibition, % at 10 µM. 360,000 compounds, 0.66% hits;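 active = inhibition above about 55%, limit read from the data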
ABHD5 PLIN5 PPI: ABHD5-PLIN5 interaction inhibitors, primary screen, cell lysate, split luciferase complementation, luminescence. 360,000 compounds, 0.78% hits. Perilipin-5 (Homo sapiens) + 1-acylglycerol-3-phosphate O-acyltransferase ABHD5 (Homo …. AID 602281, 2012. Split G. princeps luciferase complementation, 4 h. inhibition, % at 4 µM;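 active = inhibition above the mean inhibition across every tested compound plus 3 SD, cut at about 22% in these data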;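 note: 0% = DMSO only wells and the 100% control is not disclosed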
Target sequence (Q00G26 whole entry, looked up): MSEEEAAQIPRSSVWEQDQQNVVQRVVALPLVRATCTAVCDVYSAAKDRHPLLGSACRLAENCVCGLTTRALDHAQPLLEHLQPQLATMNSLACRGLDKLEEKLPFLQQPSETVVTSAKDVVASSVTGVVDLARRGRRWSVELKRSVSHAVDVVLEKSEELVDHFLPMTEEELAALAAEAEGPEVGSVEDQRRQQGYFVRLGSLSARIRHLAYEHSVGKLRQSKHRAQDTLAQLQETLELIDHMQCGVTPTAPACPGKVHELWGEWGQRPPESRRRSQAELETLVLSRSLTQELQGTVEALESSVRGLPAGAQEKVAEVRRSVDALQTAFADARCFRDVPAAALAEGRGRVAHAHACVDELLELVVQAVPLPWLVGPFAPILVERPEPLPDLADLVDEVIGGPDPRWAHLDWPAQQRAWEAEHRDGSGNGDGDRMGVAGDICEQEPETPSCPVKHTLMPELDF
Target sequence (Q8WTS1 whole entry, looked up): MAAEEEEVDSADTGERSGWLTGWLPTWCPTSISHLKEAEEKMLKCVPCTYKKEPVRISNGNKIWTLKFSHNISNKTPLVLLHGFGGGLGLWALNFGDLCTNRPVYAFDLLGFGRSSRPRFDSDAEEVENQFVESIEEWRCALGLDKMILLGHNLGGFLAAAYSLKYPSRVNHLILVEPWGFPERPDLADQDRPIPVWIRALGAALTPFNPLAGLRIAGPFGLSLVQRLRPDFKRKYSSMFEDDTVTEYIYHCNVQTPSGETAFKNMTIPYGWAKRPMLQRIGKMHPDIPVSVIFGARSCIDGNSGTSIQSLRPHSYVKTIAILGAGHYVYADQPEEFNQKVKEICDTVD
MC4R ag barr: MC4R agonists recruiting beta-arrestin, primary screen, cell-based, luminescence, agonist arm of biased-ligand search | U2OS MC4R beta-arrestin complementation; percent of melanotan II response, DMSO zero | activation, % at 8.9 µM | Melanocortin receptor 4 (Homo sapiens), P32245 | 360,000 compounds, 0.98% hits;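 active = activation above a per-plate cutoff, the mean activation of sample wells on that plate plus 3 SD, cut at about 8% in these data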
aDG glyco act: activators of alpha-DG glycosylation, primary screen, uHTS, Pro5-aDG cells, AlphaScreen; alpha-DG glycosylation AlphaScreen (IIH6); 0% Pro5, 100% B10-LARGE cell signal; activation, % at 10 µM; 360,000 compounds, 0.22% hits;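 active = activation of at least 8% versus controls, or a plate z-score of at least 8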;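 note: Pro5 are CHO cells carrying HIG-tagged alpha-DG that lacks glycosylation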
Vif imaging: HIV Vif self-association inhibitors, primary screen, imaging, HEK293T, single point; AID 602346, 2012; HEK293T cells, Vif self-association by quenched fluorescence, 24 h; 340,000 compounds, 0.35% hits; inhibition, % at 7.49 µM; in the data active = inhibition above about 50%, passing the limit was not always enough; note: some results filed as inactive read as strong as hits
TLR9-MyD88 inh: inhibitors of TLR9-MyD88 association in cells, primary screen, cell-based, CHO, BLA complementation, fluorescence; Toll-like receptor 9 (Homo sapiens) + Myeloid differentiation primary response protein …; CCF4 FRET ratio; inhibition, % at 4.98 µM; 340,000 compounds, 0.21% hits; AID 504734, 2011;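 active = inhibition above the mean over all tested compounds plus 3 SD, cut at about 21% in these data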;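 note: 0% = DMSO only wells and 100% = clavulanate BLA inhibitor control wells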
N-glyco inh: increase of ERlucT glycosylation luciferase signal, primary screen, N-linked glycosylation inhibitor project, D54 ERlucT cells, luminescence, set 2; 360,000 compounds, 0.23% hits; reporter increase, % at 12.5 µM; D54 ERlucT glycosylation luciferase reporter, 24 h; percent of 100 nM tunicamycin response;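 active = mean luciferase reporter signal, scaled so untreated is 0 and the glycosylation-blocking control 100, at or above a set limit in every replicate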;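 note: luciferase carries N-glycosylation sites so blocking glycosylation raises the light; 0% = median of neutral control wells and 100% = median of 100 nM tunicamycin wells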
MC4R antagonist: MC4R antagonists of cAMP signaling, primary screen, cell-based, TR-FRET, antagonist arm of biased-ligand search; inhibition, % at 6.5 µM; AID 540295, 2011; MC4R-expressing cells, MTII-stimulated cAMP, LANCE TR-FRET; Melanocortin receptor 4 (Homo sapiens), P32245; 360,000 compounds, 0.48% hits;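 active = inhibition above its plate's cutoff, the mean of tested wells on that plate plus 3 SD, cut at about 29% in these data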;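 note: 0% = Melanotan II alone and 100% = Melanotan II plus saturating MCL0020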
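Material: human MC4R-expressing U2OS cells. Probe or stimulus: Melanotan II challenge. Dosing: 6.5 µM single dose. Times: 30-min compound, 1-h challenge, 1-h detection, room temperature. Technique: TR-FRET with Eu-cAMP and labeled anti-cAMP, 671 nm. Replication: singlicate.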
Numbers without * were called inactive; nt = no result given.

SMILES	NOD2-RIPK2 inh	ABCB6 inh 2	Exocytosis inh	ABHD5 PLIN5 PPI	MC4R ag barr	aDG glyco act	Vif imaging	TLR9-MyD88 inh	N-glyco inh	MC4R antagonist
C/C(Cl)=C\Cn1c(Nc2cccc(C)c2)nc2c1c(=O)n(C)c(=O)n2C	-18	97	-1	-3	0.1	1.0	1	-10	-8	22
CCN1CNC(=S)N(c2cccc(C)c2)C1	-8	106	-7	-12	-0.6	0.0	8	-5	1	2
COc1ccc(CCNC(=O)CN(c2ccccc2)S(C)(=O)=O)cc1	-4	102	11	0	-1.9	0.2	0	2	-1	15
Fc1ccccc1OCCCCSc1ncccn1	-4	85	-2	-3	-1.5	0.1	-1	11	-3	0
CCNS(=O)(=O)c1ccc(CCC(=O)N2CCN(c3cccc(Cl)c3)CC2)cc1	3	97	-2	1	0.3	0.3	-2	-5	-1	-3
Cc1sc(NC(=O)CSC2=NCCS2)nc1-c1ccccc1	8	94	-1	-10	-2.5	0.4	-17	4	3	0
CCOC(=O)C1(CCOC)CCN(Cc2ccccc2-c2ccco2)CC1	-3	102	1	-3	-0.9	-0.1	4	-2	1	3
CC1CC(C(F)F)n2nc(C(=O)Nc3sc4c(c3C#N)CCC(C(C)(C)C)C4)nc2N1 (stereo not given)	-1	98	4	-5	0.4	0.0	-6	-4	1	-3
COC(=O)[C@@]1(Cc2ccc(F)cc2)[C@H]2c3cc(C(=O)N(C)C)n(Cc4ccsc4Br)c3C[C@H]2CN1C(=O)c1ccccc1	1	119	5	12	nt	-0.1	nt	nt	nt	nt
CS(=O)(=O)N1CCC(C(=O)Nc2ccccc2Br)CC1	10	102	-1	-9	-1.0	0.0	0	-4	2	-2
Cc1c(NC(=O)c2n[nH]c(=O)c3ccccc23)c(=O)n(-c2ccccc2)n1C	3	102	-2	-1	-2.0	-0.1	-3	-1	-1	1
COC(=O)Nc1ccc(S(=O)(=O)N2CCCC(C(=O)NC3CCS(=O)(=O)C3)C2)cc1 (stereo not given)	6	102	0	1	-0.9	0.1	2	6	3	-3
COc1cc(C#N)ccc1OCC(=O)c1ccc2c(c1)OCCO2	-14	97	-2	-4	-1.0	-0.1	-15	-6	-4	2
COC(=O)CC1COc2ccccc2N1S(=O)(=O)c1ccc(Br)cc1 (stereo not given)	3	89	-1	-3	-1.6	0.1	nt	4	-2	6
Cc1nnsc1Sc1ccccc1C(=O)O	-3	95	-2	-1	-1.8	0.0	3	-1	1	-1
CCOC(=O)C1CCCN(C(=O)c2ccc3c(c2)OCCO3)C1 (stereo not given)	8	100	-3	-2	-1.3	-0.2	nt	-8	1	14
CN1CCN(S(=O)(=O)c2ccc(N3CCN(S(=O)(=O)/C=C/c4ccccc4)CC3)nc2)CC1	-3	95	-3	6	3.1	0.9	27	7	-2	-1
COC(=O)c1cc(C(=O)c2ccc(Cl)cc2Cl)cn1C	11	93	-2	2	2.0	0.2	-12	0	-1	1
COc1cc(OC)cc(C2=NC3(CCC(C)CC3)NC2=S)c1 (stereo not given)	4	95	-4	-8	-1.9	0.1	12	6	-5	-7
CN(CC(=O)Nc1ccccc1Cl)C(=O)COC(=O)/C=C/c1ccccc1	-13	97	4	11	3.0	-0.2	11	-5	0	1
COC(=O)c1ccc(N2CCN(S(=O)(=O)c3ccc(Br)cc3)CC2)c([N+](=O)[O-])c1	-3	91	-1	3	-1.0	0.6	-15	13	1	3
O=C(NC(=S)Nc1ccc2oc(-c3ccncc3)nc2c1)c1ccccc1F	-11	94	-2	-2	-1.7	1.2	-5	16	2	7
Cc1cc(C)c(S(=O)(=O)N2CCC(C(=O)NCc3ccc(Cl)cc3Cl)CC2)c(C)c1	-25	97	6	-2	5.0	-0.2	-13	-7	-8	18
Cc1cc(C)nc(SCc2ccc(C(=O)N/N=C/c3cccc(O)c3O)cc2)n1	12	102	1	5	-1.3	-0.6	1	11	-13	5
COC(=O)c1cccc(NS(=O)(=O)c2ccc(OC)c(C(=O)N3CCOCC3)c2)c1C	-19	94	3	0	-1.0	-0.1	6	3	0	0

As a working copy, part of the list above:
SMILES	NOD2-RIPK2 inh	ABCB6 inh 2	Exocytosis inh	ABHD5 PLIN5 PPI	MC4R ag barr	aDG glyco act	Vif imaging	TLR9-MyD88 inh	N-glyco inh	MC4R antagonist
COC(=O)c1ccc(N2CCN(S(=O)(=O)c3ccc(Br)cc3)CC2)c([N+](=O)[O-])c1	-3	91	-1	3	-1.0	0.6	-15	13	1	3
O=C(NC(=S)Nc1ccc2oc(-c3ccncc3)nc2c1)c1ccccc1F	-11	94	-2	-2	-1.7	1.2	-5	16	2	7
Cc1cc(C)c(S(=O)(=O)N2CCC(C(=O)NCc3ccc(Cl)cc3Cl)CC2)c(C)c1	-25	97	6	-2	5.0	-0.2	-13	-7	-8	18
Cc1cc(C)nc(SCc2ccc(C(=O)N/N=C/c3cccc(O)c3O)cc2)n1	12	102	1	5	-1.3	-0.6	1	11	-13	5
COC(=O)c1cccc(NS(=O)(=O)c2ccc(OC)c(C(=O)N3CCOCC3)c2)c1C	-19	94	3	0	-1.0	-0.1	6	3	0	0

Part of the list above in order of count of non-hydrogen atoms, smallest number first.
SMILES	NOD2-RIPK2 inh	ABCB6 inh 2	Exocytosis inh	ABHD5 PLIN5 PPI	MC4R ag barr	aDG glyco act	Vif imaging	TLR9-MyD88 inh	N-glyco inh	MC4R antagonist
COC(=O)CC1COc2ccccc2N1S(=O)(=O)c1ccc(Br)cc1 (stereo not given)	3	89	-1	-3	-1.6	0.1	nt	4	-2	6
CCOC(=O)C1(CCOC)CCN(Cc2ccccc2-c2ccco2)CC1	-3	102	1	-3	-0.9	-0.1	4	-2	1	3
COC(=O)c1cccc(NS(=O)(=O)c2ccc(OC)c(C(=O)N3CCOCC3)c2)c1C	-19	94	3	0	-1.0	-0.1	6	3	0	0

Later entries:
SMILES	NOD2-RIPK2 inh	ABCB6 inh 2	Exocytosis inh	ABHD5 PLIN5 PPI	MC4R ag barr	aDG glyco act	Vif imaging	TLR9-MyD88 inh	N-glyco inh	MC4R antagonist
O=S(=O)(c1ccccc1Cl)N1CCCC(c2nc(-c3cccnc3)no2)C1 (stereo not given)	7	99	-5	4	0.8	0.0	-8	2	1	9
Cc1ccccc1C(=O)c1cccn1CC(=O)NCCC1=CCCCC1	-5	98	-1	-2	-0.6	0.0	1	5	-1	2
CCCn1c(=N)n(CC(=O)c2ccc(OCC(=O)OC)cc2)c2ccccc21	4	100	20	10	-0.1	0.1	12	2	-6	6
CCC(C(=O)OCc1csc(CC(=O)Nc2ccccc2C)n1)c1ccccc1 (stereo not given)	-12	94	-6	0	0.6	0.3	-5	-6	-6	16
CCOc1ccccc1N1CCN(C(=O)CCNS(=O)(=O)c2ccccc2F)CC1	-2	101	3	-5	-3.5	0.1	5	4	-4	5
CC1CC1C(=O)OCC(=O)NC(=O)c1ccc(C(C)(C)C)cc1 (stereo not given)	-8	98	1	6	1.4	-0.1	4	-4	1	10
COc1ccnc2c1c(=O)n(Cc1c(F)cccc1Cl)c(=O)n2C	-13	103	-2	4	-1.1	-0.1	16	1	-5	0
C=CCNc1nc(Cl)nc(Nc2ccc(OC)cc2OC)n1	8	106	-4	-5	-3.8	0.3	26	-7	0	8
COC(=O)c1ccccc1NC(=O)CCc1ccccc1	-3	98	2	-6	-1.0	-0.3	7	-12	-1	7
COc1ccccc1-n1c(C)cc(/C=C2\C(=N)N3N=C(CC(=O)N4CCOCC4)SC3=NC2=O)c1C	-7	93	0	-2	-3.6	-0.1	18	-15	1	4
CCC(Oc1ccccc1F)C(=O)NCCN1CCOCC1 (stereo not given)	-4	106	-13	-5	-1.6	0.1	15	-13	0	1
CCC1=C(OC(=O)N(CC)CC)N2C(=O)OC(=NCCc3c[nH]c4ccccc34)[C@]2(Cc2ccccc2)[C@H]2C1=CC[C@H]1C(=O)N(C)C(=O)[C@H]12	3	90	12	-6	-1.2	0.6	-3	-2	-2	9
CCN1C(=O)[C@H]2[C@@H](c3ccc(C)cc3)N3C(=O)N(c4cccc(Br)c4)C(=O)[C@@]3(C)[C@H]2C1=O	-6	93	14	-8	-0.6	0.0	-3	-13	-2	3
NC(=O)c1ccccc1OCc1nc2ccccc2s1	2	96	-14	-11	0.8	-0.1	-2	-1	-12	-1
COc1ccc(Oc2coc3cc(OC(=O)c4cncc(Br)c4)ccc3c2=O)cc1	-2	118	8	-1	0.8	-0.3	nt	-7	-2	1
O=C(NCCO)/C(=C\c1cccs1)NC(=O)c1cccs1	2	94	3	-6	0.6	0.0	2	4	1	-2
CN1CCN(C(=O)Nc2ccc([N+](=O)[O-])cc2)CC1	3	99	-1	-8	-2.4	-0.2	5	4	0	8
CC(C)[C@H](NC(=O)c1c(F)cccc1F)C(=O)OCC(=O)NC(=O)NC1CCCC1	7	98	-4	-14	-3.0	0.0	10	-9	-3	6
CCC1CCCCN1C(=O)CSc1nnc(CNC(=O)c2c(F)cccc2Cl)o1 (stereo not given)	-8	95	-9	1	-0.9	-0.2	-6	0	1	-3
COC(=O)c1nn(-c2cccc(C(F)(F)F)c2)ccc1=O	-4	85	17	2	-0.8	-0.1	nt	3	2	2
Cc1ccccc1-c1nc2ccccc2[nH]1	-5	107	-4	0	-1.2	0.1	nt	6	1	-2
COc1ccccc1C(=O)NNS(=O)(=O)c1ccc(F)cc1	-12	100	-8	-2	-0.4	0.0	-5	0	1	8
COc1ccc(C(=O)c2c(-c3ccc(OC)cc3)oc3ccc(-c4cc(OC)c(OC)c(OC)c4)cc23)cc1	-6	100	-10	-3	-2.0	-0.9	0	-4	-4	15
O=C(CCOc1ccccc1)Nc1ccccc1F	-4	103	-2	3	-0.7	-0.1	-18	-10	0	5
O=[N+]([O-])c1cccc2ccc(/C=C/c3ccc(F)cc3)nc12	1	101	0	-4	7.2	-0.2	16	-2	2	-2
COc1ccccc1N1C(=O)C2C3C=CC(C3)C2C1=O (stereo not given)	7	96	6	-4	-1.6	-0.2	5	-6	2	-5
COCCNC(=O)C1CCCN(C(=O)/C=C/c2ccccc2)CC1 (stereo not given)	-4	79	-14	-1	1.7	-0.3	-9	nt	5	2

Some of the compounds tested. The share of hits here may be higher or lower than overall.
